From PubChem
FBA Mtb inh: Mtb fructose-bisphosphate aldolase inhibition | P9WQA3 | purified M. tuberculosis FBA, fluorescence read-out | inhibition, % at 1 µM | hit rate 2.3% among 360,000; in the data active means inhibition above about 27%;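 further: 0% = vehicle and 100% = reference inhibitor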
Target sequence (P9WQA3 whole entry, looked up): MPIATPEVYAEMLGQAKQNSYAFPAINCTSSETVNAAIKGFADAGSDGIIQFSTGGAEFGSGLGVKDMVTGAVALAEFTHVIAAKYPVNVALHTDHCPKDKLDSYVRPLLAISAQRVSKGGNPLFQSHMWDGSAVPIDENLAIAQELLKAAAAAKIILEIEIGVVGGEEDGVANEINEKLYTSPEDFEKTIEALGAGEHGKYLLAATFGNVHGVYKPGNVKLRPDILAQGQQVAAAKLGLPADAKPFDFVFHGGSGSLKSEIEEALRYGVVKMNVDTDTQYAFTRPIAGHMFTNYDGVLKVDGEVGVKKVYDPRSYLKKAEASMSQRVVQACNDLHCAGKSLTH
UGM FP inh: blocks M. tuberculosis UGM enzyme. P9WIQ1. purified UGM, fluorescence polarization probe displacement. inhibition, % at 10 µM. hit rate 0.06% among 320,000; in the data active means inhibition above about 10%, passing the limit was not always enough; inconclusive means no clear call, values can overlap the other calls
Target sequence (P9WIQ1 whole entry, looked up): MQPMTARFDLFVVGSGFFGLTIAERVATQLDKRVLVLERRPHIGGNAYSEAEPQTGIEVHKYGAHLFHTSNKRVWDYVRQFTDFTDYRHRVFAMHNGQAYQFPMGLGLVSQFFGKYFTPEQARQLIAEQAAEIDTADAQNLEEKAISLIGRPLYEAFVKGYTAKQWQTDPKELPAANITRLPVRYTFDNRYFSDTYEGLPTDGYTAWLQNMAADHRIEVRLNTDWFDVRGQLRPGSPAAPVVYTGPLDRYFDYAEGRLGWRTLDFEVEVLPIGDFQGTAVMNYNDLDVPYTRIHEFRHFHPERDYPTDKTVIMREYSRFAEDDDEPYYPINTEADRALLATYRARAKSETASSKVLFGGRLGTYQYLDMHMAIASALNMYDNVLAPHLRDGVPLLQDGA
PfHsp40 rescue: compounds rescuing yeast from Plasmodium falciparum HSP40 toxicity | growth rescue, % at 12.5 µM | hit rate 0.68% among 340,000 | S. cerevisiae expressing PfHsp40, growth rescue, ATP luminescence; in the data active means growth rescue above about 28%, passing the limit was not always enough; inconclusive means no clear call, values can overlap the other calls;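 further: yeast W303a lacking pdr1 and pdr3 grown in galactose medium; growth measured after three days at 30 °C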
BioA inh: blocks M. tuberculosis BioA enzyme activity; purified M. tuberculosis BioA enzyme, plate reader; inhibition, % at 9.99 µM; hit rate 0.096% among 360,000; in the data active means inhibition above about 40%; inconclusive means no clear call, values can overlap the other calls
Anthrax LF inh2: anthrax lethal factor protease inhibition. P15917. multiplex microsphere protease cleavage assay, LF. inhibition, % at 10 µM. hit rate 0.12% among 360,000. AID 588501; further: plate controls were buffer without enzyme for full effect and enzyme alone for no effect
GDH-TPI inh: GDH-TPI coupled enzyme inhibition counter-screen. GDH-TPI coupled enzyme counterscreen, NADH absorbance. inhibition, % at 4.8 µM. hit rate 1.2% among 360,000; in the data active means inhibition above about 30%;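 further: 0% = DMSO wells and 100% = wells lacking the enzyme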
FadD28 FP inh: inhibitors of Mycobacterium tuberculosis FadD28 bisubstrate binding. inhibition, % at 12.5 µM. FadD28 bisubstrate probe binding, fluorescence polarization. hit rate 0.22% among 360,000; in the data active means inhibition above about 8.5%, passing the limit was not always enough; inconclusive means no clear call, values can overlap the other calls
BoNT F protease: inhibitors of Botulinum neurotoxin F light chain protease | AID 588497 | hit rate 0.22% among 360,000 | inhibition, % at 10 µM | Multiplex microsphere protease cleavage assay, flow cytometry; in the data active means inhibition above about 35%, passing the limit was not always enough; inconclusive means no clear call, values can overlap the other calls; further: plate controls were buffer without enzyme for full effect and enzyme alone for no effect
BoNT A protease: BoNT A light chain protease inhibition | multiplex microsphere protease substrate cleavage, flow cytometry | inhibition, % at 10 µM | hit rate 0.17% among 360,000 | AID 588499; further: plate controls were buffer without enzyme for full effect and enzyme alone for no effect
* = called active by the depositor; ? = inconclusive; / = no result given; + = active, no number. Unless noted, no stated cut-off is given here; in the data, active means inhibition above about 30%; inconclusive means no clear call, values can overlap the other calls; inactive means below that.

SMILES | FBA Mtb inh | UGM FP inh | PfHsp40 rescue | BioA inh | Anthrax LF inh2 | GDH-TPI inh | FadD28 FP inh | BoNT F protease | BoNT A protease
O=C(Cn1c(=O)c2cccn2c2cccnc21)NCCCN1CCN(c2ccc(F)cc2)CC1 | 3.4 | 0.1 | -0.1 | -0.7 | -4.1 | 12.2 | -1.7 | -12.2 | -3.3
CC(C)(C)C(=O)c1cnc(Nc2ccccc2)s1 | -1.8 | 0.4 | 6.1 | / | -5.2 | 35.6* | -1.7 | 5.0 | -0.1
COc1ccc(CC(C)CC(=O)NCCc2ccc(OC)c(OC)c2)cc1 (stereo unspecified) | -0.9 | 5.6 | -0.2 | -0.3 | 9.9 | -7.1 | -3.7 | 24.7 | -0.7
O=Cc1ccc(O)cc1O | -2.0 | -0.8 | -1.1 | -0.3 | 4.9 | 26.5 | -1.9 | -6.7 | -0.1
C/C(=N/NC(=O)CCc1c(C)n[nH]c1C)c1cccc([N+](=O)[O-])c1 | 0.0 | -0.2 | -0.6 | 1.0 | -0.9 | 0.8 | -2.0 | ? | -1.1
CCOc1ccccc1C(=O)N[C@H](C(=O)OCc1cc([N+](=O)[O-])cc2c1OCOC2)C(C)C | -2.6 | 0.0 | 1.6 | -3.7 | -4.0 | 19.8 | 0.1 | 10.1 | 1.1
COc1cc2c(cc1NC(=O)CSc1ccc(C)cc1)oc1ccccc12 | -7.3 | 1.1 | -0.4 | / | -8.5 | 4.3 | -3.3 | -17.5 | -0.8
CC(=O)N/N=C(\C)CC(=O)Nc1cccc(C(F)(F)F)c1 | 4.0 | -0.2 | -1.4 | / | -4.3 | -0.7 | -0.9 | 1.8 | -0.5
CCOC(=O)c1c(C2CC2)csc1NC(=O)COC(=O)c1cnc(Cl)c(Cl)c1 | -6.6 | -2.6 | -0.5 | / | 0.5 | 6.2 | -4.7 | -2.4 | -0.2
O=C(NCc1ccccc1Cl)C(=O)NCC1OCCN1S(=O)(=O)c1cccs1 (stereo unspecified) | -1.7 | -2.3 | 0.4 | / | -2.3 | -8.4 | -3.6 | -2.3 | -0.7
Cc1ccc(-n2c(CCC(=O)O)ccc2-c2cccs2)cc1C | 3.2 | 0.5 | -0.1 | 0.4 | -2.3 | 8.7 | -0.6 | 7.9 | -0.3
CC1(C)CC(=O)C(C=NCCN2CCNC2=O)=C(O)C1 | -0.7 | 2.0 | 0.7 | 0.0 | -0.4 | 2.2 | -2.8 | -4.8 | -0.7
CC(C)(C)c1ccc(-c2conc2N)cc1 | 3.0 | -0.5 | -1.3 | 0.5 | -3.2 | 20.2 | -0.5 | -7.4 | -2.0
Cc1c(-c2c(C#N)c(N)nc3c2CCCCCC3)cnn1C | + | -2.0 | -0.1 | 0.0 | -1.1 | 14.9 | -0.6 | 2.6 | -0.9
Nc1ccc(C2(c3ccc(N)cc3)CCCCC2)cc1 | 0.4 | -0.9 | 1.3 | / | -10.8 | 1.2 | -1.1 | -5.6 | -0.2
O=C1NCC(CN(c2ccccc2)c2ccccc2)O1 (stereo unspecified) | 1.6 | -1.6 | -1.1 | 0.8 | -2.8 | -16.5 | -5.7 | 4.3 | 3.0
NP(=O)(OCCCc1ccccc1)Oc1ccccc1Cl (stereo unspecified) | 1.6 | -0.5 | -0.6 | -1.6 | 0.3 | -1.2 | -0.2 | 1.9 | 0.2
CN1CCN(Cc2cccc(Oc3ccc(Cl)cc3)c2)CC1 | -3.6 | -1.1 | -0.4 | / | -4.4 | -4.5 | -4.5 | -6.3 | -0.3
Cc1nn(Cc2ccc(Cl)cc2)c(C)c1NC(=O)c1ccc([N+](=O)[O-])cc1 | 1.2 | 0.0 | -0.8 | 1.6 | -3.4 | -1.1 | -2.9 | 7.7 | -0.1
CC1(C)OC(=O)C(=CSc2ccc(C(C)(C)C)cc2)C(=O)O1 | 0.5 | 2.3 | 0.6 | -0.2 | -4.7 | -8.0 | -3.2 | 0.7 | 0.7
Cc1ccc(-n2c(SCC(=O)Nc3ccc4c(c3)OCO4)nnc2-c2ccccn2)cc1 | -2.7 | -2.7 | 1.0 | -1.9 | -0.5 | -2.9 | -4.3 | -5.9 | -0.1
O=S(=O)(c1ccc(F)c(F)c1)N1CCN(CCc2ccccc2)CC1 | 5.5 | 1.8 | -1.1 | -0.5 | -0.2 | 2.6 | 0.1 | 1.3 | -3.0
CCn1cc(CN2CCCC(C(=O)Nc3cccc(-c4cc5ccccc5[nH]4)c3)C2)cn1 (stereo unspecified) | 2.3 | 0.7 | 3.1 | -1.6 | -1.2 | -3.0 | -4.3 | -8.2 | -2.9
CCN(Cc1ccccc1)C(=O)CSc1nc(C)cc(=O)[nH]1 | 3.5 | 1.3 | -0.3 | 2.8 | -1.8 | 0.9 | -0.7 | -5.2 | -0.5
Cc1csc(NC(=O)CCCC(=O)c2ccccc2)n1 | 2.5 | 1.0 | 0.8 | -1.1 | -9.7 | 5.0 | -0.6 | -15.9 | -0.2
CCC(CC)C(=O)NCCN1CCN(C(=O)C(CC)CC)CC1 | -2.2 | 0.7 | -0.7 | -1.0 | 0.1 | 8.1 | -0.2 | -18.5 | -0.2
COc1ccc(C)cc1S(=O)(=O)N1CCC2(CC1)OCCN2S(=O)(=O)c1cccs1 | -0.5 | -1.0 | 1.5 | -1.1 | 0.6 | 3.5 | 0.7 | 10.5 | 0.7
O=C(CCc1c[nH]c2ccccc12)NC(Cc1ccccc1)C(=O)O (stereo unspecified) | 6.5 | 4.0 | 0.2 | -2.6 | 6.9 | 0.9 | 0.6 | -12.9 | -0.1
CC(=O)N1CSCC1C(=O)NNS(=O)(=O)c1cccc(C(F)(F)F)c1 (stereo unspecified) | 0.2 | -1.6 | -1.1 | / | -11.1 | -4.2 | -2.2 | ? | ?
COc1ccc(OC)c(NC(=O)c2cc3ccccc3cc2OC)c1 | 0.1 | 1.1 | -0.8 | 5.0 | -4.8 | 10.3 | -0.7 | -39.3 | -2.8

Overlap with the part before: 3 compounds; new compounds follow.
SMILES | FBA Mtb inh | UGM FP inh | PfHsp40 rescue | BioA inh | Anthrax LF inh2 | GDH-TPI inh | FadD28 FP inh | BoNT F protease | BoNT A protease
O=C(CCc1c[nH]c2ccccc12)NC(Cc1ccccc1)C(=O)O (stereo unspecified) | 6.5 | 4.0 | 0.2 | -2.6 | 6.9 | 0.9 | 0.6 | -12.9 | -0.1
CC(=O)N1CSCC1C(=O)NNS(=O)(=O)c1cccc(C(F)(F)F)c1 (stereo unspecified) | 0.2 | -1.6 | -1.1 | / | -11.1 | -4.2 | -2.2 | ? | ?
COc1ccc(OC)c(NC(=O)c2cc3ccccc3cc2OC)c1 | 0.1 | 1.1 | -0.8 | 5.0 | -4.8 | 10.3 | -0.7 | -39.3 | -2.8
O=C(Cc1cc(=O)oc2cc(O)ccc12)NN=Cc1ccc(N(CCCl)CCCl)cc1 | 182.4* | / | -0.2 | 0.0 | 0.1 | 55.5* | -2.0 | -6.4 | 0.0
Cc1ccc(Nc2c(O)nc[nH]c2=O)cc1C | 2.1 | / | 0.6 | 0.0 | -6.5 | -0.4 | 0.2 | -6.1 | 0.1
COc1ccc(N2CC(NS(=O)(=O)c3cccs3)CC2=O)cc1 (stereo unspecified) | -2.2 | 0.2 | 3.5 | / | / | 0.0 | -1.2 | / | /
Cc1ccccc1CN1CCN(C2CCC2)CC1CCO (stereo unspecified) | -1.7 | 2.8 | 1.4 | 1.9 | 3.3 | 8.6 | -2.0 | 1.3 | -2.6
O=C(N/N=C/c1cc2c(cc1Cl)OCO2)c1cccc(Br)c1 | 4.8 | -0.7 | -1.2 | 0.3 | -1.3 | 15.1 | 0.3 | 0.1 | 1.6
Cc1ccc(CSc2nnc([C@@H]3CCCN3C(=O)OC(C)(C)C)o2)cc1 | -2.5 | -1.2 | -0.1 | / | 7.1 | 6.4 | -1.1 | 9.1 | 0.6
Cc1nc(CN2C(=O)C3(CCC3)ON=C2c2cccc(Cl)c2)cs1 | -1.9 | / | / | 0.5 | -2.5 | 5.3 | -3.5 | -1.8 | -0.2
CCn1nc(C)c(CNC(=O)CC2C(=O)NCCN2CC(C)(C)C)c1C (stereo unspecified) | -3.3 | 0.9 | 0.0 | -0.3 | -0.3 | -0.3 | -0.9 | -4.7 | -0.4
CCCCn1c(N)c(N(CCC(C)C)C(=O)c2sc3nc4n(c(=O)c3c2C)CCC4)c(=O)[nH]c1=O | 1.3 | -1.7 | -1.0 | -0.7 | -4.2 | 4.1 | -0.8 | 0.1 | -0.9
Cc1nc2ccccc2n1Cc1n[nH]c(=S)n1-c1ccc(Cl)cc1 | -1.3 | -0.1 | 0.0 | -2.8 | 1.2 | 14.4 | -3.3 | 0.5 | 0.3
CC(C)OCCCNc1nc2c(c(=O)n(Cc3ccccc3F)c(=O)n2C)n1C | -2.2 | 0.6 | 0.9 | -1.2 | -6.7 | -3.2 | 0.1 | -0.8 | -1.5
O=C(CN1CCOCC1)Nc1ccc(-c2nc3ccccc3[nH]2)cc1 | 3.7 | -1.3 | 1.0 | / | 0.3 | 14.0 | -3.5 | -5.4 | -1.6
CCc1nc2c(OCc3ccc(C(F)(F)F)cc3)cccn2c1N(C)C(=O)c1ccncc1 | 0.2 | / | / | 6.1 | -8.0 | 9.8 | -3.9 | -7.2 | -0.4
CCCC1(C(=O)OCC)NC(c2ccc(N(C)C)cc2)C2C(=O)N(c3ccc(F)cc3)C(=O)C21 (stereo unspecified) | 0.6 | -1.8 | 1.2 | -0.3 | -2.9 | -6.1 | 0.4 | 4.8 | 3.0
CCN=C1S/C(=C\c2ccc(O)c(OCC)c2)C(=O)N1CC | -0.1 | 0.1 | 0.4 | / | 0.5 | 17.9 | 0.3 | 0.3 | 0.2
O=C(CSc1ccc([N+](=O)[O-])cc1)NCC1CCCCC1 | 0.9 | -0.9 | 6.0 | -1.0 | -0.1 | 10.5 | -3.6 | -6.3 | -0.1
Fc1ccc(CNc2ccccn2)cc1 | 1.1 | 3.8 | -1.7 | -1.8 | 19.7 | 9.4 | -0.6 | ? | 9.1
NC(=O)Cn1c(=O)n(CC(=O)N2CCCCC2)c(=O)c2sccc21 | 2.3 | 2.2 | 1.9 | 0.8 | -1.2 | -3.1 | -0.1 | 1.6 | 0.2
COc1cc(CC(=O)OCC(=O)Nc2cccc([N+](=O)[O-])c2)cc(OC)c1OC | 2.2 | 1.0 | 1.7 | / | -2.3 | 1.9 | -0.4 | -3.0 | -0.4
O=C(COc1ccc2c3c(c(=O)oc2c1)CCCC3)NCCCn1ccnc1 | 28.9* | 0.3 | 0.4 | 0.2 | 7.4 | 5.9 | 0.3 | 22.5 | 10.7
CC[C@]12c3[nH]c4ccccc4c3CCN1C(=O)C(CC(=O)NCCc1ccccn1)C[C@@H]2C(=O)N1CCN(C(=O)C2CC2)CC1 (stereo partly specified) | 1.5 | -0.9 | -1.4 | -1.1 | -2.4 | 12.5 | 1.0 | -2.6 | -0.2
O=C1N=c2ccccc2=C1c1sc(=S)n(NC(=O)c2cccc(O)c2)c1O | -1.9 | / | -0.8 | / | -3.0 | 0.3 | -3.6 | 0.7 | 2.5
CCc1cc(=O)oc2cc(OC(C)C(=O)NCCCn3ccnc3)ccc12 (stereo unspecified) | 8.9 | -0.2 | -0.5 | -1.2 | 0.5 | -0.4 | -5.3 | 3.1 | 1.2
CN1CCc2cc3c(c4c2[C@H]1[C@H](O)c1ccccc1-4)OCO3 | 1.2 | 2.2 | 0.6 | 1.1 | -4.7 | 0.4 | -0.5 | -6.5 | 4.1
COc1ccc2cc(C(=O)C3CCCN(C(=O)/C=C/c4ccccn4)C3)ccc2c1 (stereo unspecified) | 56.6* | 1.0 | 0.4 | 3.4 | -0.9 | 11.2 | -2.9 | -2.6 | 0.5
CCc1nc(C)cn1S(=O)(=O)c1ccc2c(c1)OCCO2 | -0.2 | / | -1.3 | 0.6 | 0.6 | 7.3 | -7.7 | -8.4 | -0.3
CC(C)(C)NC(=O)COC(=O)CCC(=O)c1ccc(F)cc1 | -3.3 | 1.9 | 0.5 | / | 1.6 | 6.8 | -0.4 | 0.1 | -0.2
Cc1cc(C)n(-c2nc3ccccc3nc2Nc2ccc(CC(=O)O)cc2)n1 | 0.8 | 3.8 | -1.0 | -0.9 | -8.4 | 14.1 | 0.4 | -6.4 | 0.4
